Compound activity (PubChem BioAssay)
Salmonella PhoP GFP – PhoP regulon inhibitors, Salmonella typhi PhoP promoter GFP reporter, confirmatory (AID 1850) | inhibition, % at 50 µM, or IC50 in µM where a hit was titrated | Salmonella Typhi PhoP-promoter GFP reporter, fluorescence, 4 h; higher % means a stronger effect | 0.33% of 310,000 active; in the data active = a potency from the dose series; inconclusive = inhibition mostly from about 25% at the one dose, without a potency; inactive = the rest, 99 in 100 with inhibition below about 19%;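 note: 0% = induced wells with vehicle and 100% = uninduced wells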
influenza NS1A – H1N1 influenza NS1A inhibitors, functional cell based assay (AID 504329); 0.3% of 340,000 active; inhibition, % at 12.5 µM, or IC50 in µM where a hit was titrated; NS1A functional cell-based assay, percent inhibition; higher % means a stronger effect; in the data active = a potency from the dose series; inconclusive = inhibition above about 27% without an active follow-up result; note: strong numbers were not always called active
H37Rv inhibition – M. tuberculosis growth inhibition, HTS (AID 449762); one-dose inhibition, % at 25 µM; IC50 in µM for titrated hits; M. tuberculosis H37Rv growth inhibition, 7H9 media; higher % means a stronger effect; 0.59% of 330,000 active; in the data active = a potency from the dose series; inconclusive = inhibition above about 70% without an active follow-up result;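 note: bacterial growth assessed after seven days of incubation; strong numbers were not always called active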
M. tuberculosis – growth inhibition of non-replicating M. tuberculosis (AID 488890) | Mycobacterium tuberculosis non-replicating, growth inhibition; higher % means a stronger effect | inhibition, % at 25 µM; hits with a dose series show IC50 in µM | 0.39% of 320,000 active; in the data active = a potency from the dose series; inconclusive = inhibition mostly from about 82% at the one dose, without a potency; inactive = the rest, 99 in 100 with inhibition below about 76%;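 note: plate controls were DMSO cells for no effect and high antibiotic wells for full effect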
VEEV TC-83 Vero – inhibitors of VEEV TC-83 cytopathic effect, confirmation, Vero cells (AID 588727); Vero cells, VEEV TC-83 cytopathic effect inhibition; higher % means a stronger effect; inhibition, % at 20 µM, or IC50 in µM where a hit was titrated; 0.13% of 350,000 active; in the data active = a potency from the dose series; inconclusive = inhibition mostly from about 14% at the one dose, without a potency; inactive = the rest, 99 in 100 with inhibition below about 12%; note: strong numbers were not always called active
VEEV TC-83 Vero 10K pilot screen – further read-out of VEEV TC-83 Vero, marked with its call; inhibition, %; measured here: 10K pilot screen inhibition
* hit, by the source's call; i = inactive; ? = inconclusive; nt = not tested or not shown. Compounds as they come. Share with any hit: about 1.4%.

SMILES	Salmonella PhoP GFP	influenza NS1A	H37Rv inhibition	M. tuberculosis	VEEV TC-83 Vero	others
COc1cc2c(cc1OC)/C(=C/C(=O)c1cccc([N+](=O)[O-])c1)NCC2	-2%	29%	1%	6%	11%
COC(=O)c1ccc(OCC(O)CN2CCN(C(=O)c3ccco3)CC2)cc1 (configuration not stated)	-5%	-29%	2%	-7%	0.1%
O=C(COC(=O)C1CC1)NCc1ccccc1	nt	3%	nt	nt	0.8%
CNC(=S)N(CCCn1ccnc1)Cc1c(F)cccc1Cl	8%	0%	-12%	3%	i
COc1ccc(Cl)cc1NC(=O)CN(C)C(=O)c1ccc(-n2nc(C)cc2C)cc1	nt	-7%	2%	24%	0.8%
CC(CNCCCn1ccc(NC(=O)OCc2ccccc2)nc1=O)c1ccccc1 (configuration not stated)	nt	-7%	nt	nt	i
CCc1nc(N=C(N)N)nc2ccccc12	18%	nt	-2%	51%	nt
COc1ccccc1N1CCN(S(=O)(=O)c2c(C)ccc3nsnc23)CC1	-3%	9%	4%	12%	8.3%
CCN(CC(=O)Nc1ccccc1OC)C(=O)C1CCCC1	nt	-8%	-4%	-4%	1.6%
COc1ccc(-n2ncc3c(N4CCN(c5cccc(C)c5C)CC4)ncnc32)cc1	12%	-8%	-13%	-7%	1.0%
O=C(CSc1nc2c(c(=O)n1-c1ccc(Cl)cc1)SCC2)N1CCCC1	5%	2%	-3%	16%	6.3%
COc1ccc(CCNC(=O)c2cc(-c3ccccc3OC)on2)cc1OC	9%	6%	5%	6%	2.0%
c1ccc2c(CNC3CCCCCC3)c[nH]c2c1	9%	3%	-11%	0%	i
COc1cccc(OC)c1C(=O)Nc1cccc(-c2nc3ccccc3[nH]2)c1	3%	8%	7%	-2%	7.3%
CCOc1ccc(NC(=O)NC2CCOC(C)(C)C2)cc1 (configuration not stated)	-1%	-20%	-7%	-6%	0.8%
CCc1ccc(N(C(=O)c2snc(C(N)=O)c2N)C(C(=O)NCCC(C)C)c2c[nH]c3ccccc23)cc1 (configuration not stated)	-2%	-18%	2%	2%	i
Nc1c(C(=O)OCC(=O)Nc2ccccc2Br)[nH]c(=O)[nH]c1=O	nt	-3%	9%	8%	0.1%
Cc1ccc(NC(=O)c2cc(-c3ccco3)nc3ccccc23)cc1S(=O)(=O)N1CCOCC1	-10%	6%	5%	5%	2.1%
COc1ccc(NC(=O)c2cc(-c3ccccc3)nc3c2cnn3C(C)C)c(OC)c1	nt	-6%	-1%	15%	3.7%
S=C(NCc1ccco1)Nc1cccc(Cl)c1Cl	7%	nt	13%	?	1.8%
COc1ccc(-c2ccc(C#N)c(SCC(=O)Nc3sc4c(c3C#N)CCC4)n2)cc1OC	-2%	2%	nt	-3%	14%	VEEV TC-83 Vero 10K pilot screen=12
Cc1cc(N2CCN(C)CC2)nc2ccc(NC(=S)N3CCOCC3)cc12	16%	2%	-6%	6%	0.4%
Cc1cc(C=O)c(C)n1-c1ccc(N2CCOCC2)c([N+](=O)[O-])c1	2%	1%	2%	12%	0.5%
COc1ccc(CCCNC(=O)CC#N)cc1OC	-3%	-2%	-11%	-9%	0.4%
COc1cc(/C=C/C(=O)O)cc(S(=O)(=O)NNC(=O)c2ccc3c(c2)OCO3)c1OC	nt	4%	1%	0%	5.5%
COc1ccc(C(=O)COC(=O)c2ccc(Cl)nc2)cc1OC	nt	-3%	nt	nt	0.9%
CC12CCC(=O)N1C(C(=O)N1CCN(c3ccc([N+](=O)[O-])cc3)CC1)CS2 (configuration not stated)	nt	0%	6%	6%	0.4%
COC(=O)[C@@H]1C(c2c(OC)cc(OC)cc2OC)=NO[C@H]1C(=O)OC	-4%	-8%	-4%	-5%	i
COc1ccccc1N1CCN(Cc2cc(=O)c(OCC(=O)Nc3ccccc3)co2)CC1	-4%	2%	4%	8%	i
O=c1[nH]c2ccc(NS(=O)(=O)c3ccc(F)c(Cl)c3)cc2[nH]1	6%	9%	1%	-23%	1.6%
CCCc1cc(=O)c2ccc(OCC(C)=O)cc2o1	-9%	-20%	2%	4%	7.8%
COc1cc(/C=N/NC(=O)c2cc(C)oc2C)ccc1OCc1ccccc1	-2%	9%	8%	2%	4.8%
Cc1nnc(SCC(=O)NC2CCCc3ccccc32)n1-c1ccccc1 (configuration not stated)	1%	-3%	5%	-3%	0.6%
CC(C)C(NC(=O)c1ccc(C(C)(C)C)cc1)C(=O)O (configuration not stated)	3%	1%	-3%	-13%	1.4%
Cc1ccc(S(=O)(=O)N2[C@@H](c3ccc(Cl)cc3)C(C(=O)O)=CC[C@H]2c2cccc(Cl)c2)cc1	0%	-17%	4%	35%	0.4%
CC(=O)c1ccc(N2CCN(C(=O)Cc3ccccc3)CC2)c(F)c1	-11%	-3%	18%	12%	i
CCN1C(=O)CC(NNC(=O)c2ccccc2)C1=O (configuration not stated)	13%	-4%	1%	-16%	0.5%
Cc1cc(Br)c(NC(=O)CN2CCCC2)c(Br)c1	nt	9%	nt	nt	0.8%
CCOc1ccc(C(=O)CCC(=O)N(CC)CC(=O)Nc2c(F)cccc2F)cc1	1%	-2%	-7%	2%	1.6%
O=C(/C=C/c1ccc(Br)cc1)NC(=S)N1C[C@H]2C[C@H](C1)c1cccc(=O)n1C2	3%	0%	-9%	33%	0.3%
CSCCC(NC(=O)c1ccccc1Cl)C(=O)N1CCC1 (configuration not stated)	2%	-10%	-5%	-1%	0.7%
CCCOc1ccc(C(C(=O)OCCN(CC)CC)c2ccccc2)cc1 (configuration not stated)	0%	1%	5%	-13%	0.2%
CCC(C(=O)Nc1ccc(S(=O)(=O)N2CCN(C)CC2)cc1)c1ccccc1 (configuration not stated)	-3%	4%	-7%	-7%	2.4%
COc1ccc(C(=O)n2nc(-c3ccco3)nc2SC)cc1OC	10%	11%	-2%	-10%	0.8%
Cc1coc2cc3oc(=O)c(CCC(=O)N4CCC(C(=O)O)(c5ccccc5)CC4)c(C)c3cc12	-3%	4%	-1%	-8%	0.8%
CN(C)N=Nc1ccc(S(=O)(=O)N2CCSC2C(=O)O)cc1 (configuration not stated)	-10%	1%	-4%	2%	i
Cc1ccc(NC(=O)CS(=O)CC(=O)Nc2ccc(N3CCOCC3)cc2)cc1Cl (configuration not stated)	13%	14%	-9%	-12%	7.7%
CCOC(=O)c1c(-c2ccc(C)o2)csc1NC(=S)NC(=O)c1cccs1	2%	-2%	1%	36%	9.9%
NC(=O)CSc1nnc(-c2ccc(S(=O)(=O)N3CCCC3)cc2)o1	-10%	-5%	12%	9%	0.1%
COc1ccc(NS(=O)(=O)c2ccc(C)c(NC(=O)c3ccc(C)c(S(=O)(=O)N4CCOCC4)c3)c2)cc1	-3%	2%	0%	20%	2.0%
COc1ccc(C)cc1NC(=O)CSc1nnc2ccc(-c3ccncc3)nn12	5%	-9%	-3%	-3%	10%
O=C1CCCCN1CC(=O)N1CCCC(N2CCN(c3ccccc3F)CC2)C1 (configuration not stated)	6%	-4%	-2%	-6%	0.3%
Cc1nn(-c2ccccc2)c(N2CCCC2)c1/C=C1\N=C(c2ccc(OC(C)C)cc2)OC1=O	-11%	-3%	53%	?	0.6%
O=C(Nc1ncccn1)c1cccc(F)c1	-8%	2%	-20%	-4%	1.4%
CSCCC(NC(=O)COc1ccccc1)C(=O)N1CC(C)OC(C)C1 (configuration not stated)	nt	1%	-1%	-3%	i
Cc1ccc(S(=O)(=O)CCc2nnc(N)s2)cc1C	5%	0%	1%	4%	1.0%
Cc1ccc2c(c1)N(CC(=O)NCCCN1C(C)CCCC1C)C(=O)c1cccnc1O2 (configuration not stated)	-7%	-1%	-9%	-5%	i
COc1ccccc1NC(=S)N1CCN(c2ccccc2F)CC1	2%	1%	-3%	-5%	0.2%
CCOC(=O)CN(C(=O)CCC(=O)Nc1cc(C)on1)C(C(=O)NC1CCCC1)c1cccnc1 (configuration not stated)	-10%	11%	-4%	-2%	2.0%
Cc1ccc(COc2ccc(C)nc2[N+](=O)[O-])cc1	6%	nt	6%	20%	i
Continued.
SMILES	Salmonella PhoP GFP	influenza NS1A	H37Rv inhibition	M. tuberculosis	VEEV TC-83 Vero	others
O=C(NCC(=O)N(c1cccc(F)c1)C(C(=O)NC1CCCC1)c1cccnc1)c1ccco1 (configuration not stated)	9%	-2%	-7%	3%	1.2%
N#CC1=C(N)OC2=C(CC/C2=C\c2ccccc2)C1c1ccccc1 (configuration not stated)	-17%	1%	-1%	37%	?
O=C(NCC1CCCO1)c1ccc(NC(=O)c2cccc(Br)c2)cc1 (configuration not stated)	7%	-9%	-2%	-4%	1.3%
CC(C)Sc1nc(O)c(Cc2ccccc2)c(=O)[nH]1	3%	1%	1%	2%	i
COc1ccc(C2(CNC(C)=O)CCOCC2)cc1OC	nt	31%	-3%	-5%	0.8%
CCn1cc(C=O)c2cc(S(=O)(=O)N3CCOCC3)ccc21	10%	11%	-3%	15%	i
Cc1ccc2cc(C)c3nnc(SCC(=O)c4cccs4)n3c2c1C	-11%	3%	4%	31%	9.5%
Cc1cc(NC(=O)c2cccc(C(=O)Nc3cc(C)on3)n2)no1	10%	-4%	0%	46%	i
CCCCn1c(=O)[nH]c(=O)c2c1nc(-c1ccc(C(F)(F)F)cc1)n2C	13%	-1%	1%	nt	i
CCOc1ccc(C(C(=O)NC2CCCCC2)N(C(=O)c2ccco2)c2ccc(-n3cnnn3)c(C)c2)cc1 (configuration not stated)	0%	0%	0%	53%	0.8%
Cc1ccc(C(=O)CC(C(=O)O)P(=O)(c2ccccc2)c2ccccc2)cc1 (configuration not stated)	9%	-3%	-4%	-7%	0.8%
Cc1ccc(-c2nc3ncccc3o2)cc1NC(=S)NC(=O)c1ccco1	-2%	5%	9%	-40%	2.3%
Cc1cc(NC(=O)CN(C)CCOc2ccccc2)ccc1Br	0%	0%	?	17%	i
CCOc1ccc(S(=O)(=O)N2CCCCC2)cc1NC(=O)CC1OC(=O)c2ccccc21 (configuration not stated)	13%	-2%	-10%	15%	1.9%
CCN(CC)c1ccc(NC(=O)/C=C/c2cc(Br)ccc2OC)cc1	-8%	13%	4%	17%	2.3%
C#CCOC(=O)CCCC(=O)Nc1ccccc1OC	1%	7%	0%	-2%	6.6%
N#CC1=C(N)N(c2ncn[nH]2)C2=C(C(=O)CCC2)C1c1ccccc1 (configuration not stated)	5%	4%	1%	-9%	0.4%
